GRP78 ERSR act – ER stress response induction in glioma; U87-MG GRP78 promoter luciferase reporter, 16 h; 420,000 compounds, 0.02% hits; AID 602332; Potency, µM, for inactives: at the highest dose activation, hits mostly activators; further: potency means the concentration at half of the fitted maximal effect; series mostly up to about 76 µM; % of control where 0% means no effect; nearly all actives have a fitted effect of over 35% in size
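ERSR induction read as luciferase luminescence (Bright-Glo, 10 min at room temperature) in stably transfected human U87-MG glioma cells exposed to compounds for 16 h, using GRP78 as sensor.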
RGS4 inhibitor – blocks human RGS4-accelerated GTP hydrolysis | Transcreener GDP fluorescence polarization, RGS4-accelerated GTP hydrolysis | Potency, µM (highest dose often 114 µM), without a hit: at the highest dose activity change, negative = inhibition, usual class: inhibitors | 390,000 compounds, 0.039% hits | AID 504845; further: potency means the concentration at half of the fitted maximal effect; on the % scale 0 is the no-effect control and ±100 the full control effect; nearly all actives have a fitted effect of over 75% in size; some results filed as inactive show a strong effect at the top dose
Target sequence (P49798 whole entry, looked up): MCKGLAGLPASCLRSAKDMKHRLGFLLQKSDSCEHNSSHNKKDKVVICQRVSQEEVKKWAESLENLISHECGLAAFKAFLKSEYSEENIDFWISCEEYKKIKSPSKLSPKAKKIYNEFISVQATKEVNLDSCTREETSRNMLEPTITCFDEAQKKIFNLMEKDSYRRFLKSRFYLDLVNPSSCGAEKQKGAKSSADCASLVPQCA
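MLSMR compounds (23 nl, pin-transferred) preincubated 10 min at room temperature with a 500nM (2x) first reagent, then RGS4 at 900nM (2x) plus Transcreener GDP mix added; fluorescence polarization (620/688 nm) read before and after 90 min at 30 °C.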
12-LOX inh – inhibitors of human 12S-lipoxygenase ALOX12 | P18054 | purified 12hLO, xylenol orange hydroperoxide absorbance | Potency, µM (top dose mostly 108 µM), without a hit: at the top dose activity change, negative = inhibition, most hits filed as inhibitors | 580,000 compounds, 1.1% hits; further: potency means the concentration at half of the fitted maximal effect; on the % scale 0 is the no-effect control and ±100 the full control effect
Target sequence (P18054 whole entry, looked up): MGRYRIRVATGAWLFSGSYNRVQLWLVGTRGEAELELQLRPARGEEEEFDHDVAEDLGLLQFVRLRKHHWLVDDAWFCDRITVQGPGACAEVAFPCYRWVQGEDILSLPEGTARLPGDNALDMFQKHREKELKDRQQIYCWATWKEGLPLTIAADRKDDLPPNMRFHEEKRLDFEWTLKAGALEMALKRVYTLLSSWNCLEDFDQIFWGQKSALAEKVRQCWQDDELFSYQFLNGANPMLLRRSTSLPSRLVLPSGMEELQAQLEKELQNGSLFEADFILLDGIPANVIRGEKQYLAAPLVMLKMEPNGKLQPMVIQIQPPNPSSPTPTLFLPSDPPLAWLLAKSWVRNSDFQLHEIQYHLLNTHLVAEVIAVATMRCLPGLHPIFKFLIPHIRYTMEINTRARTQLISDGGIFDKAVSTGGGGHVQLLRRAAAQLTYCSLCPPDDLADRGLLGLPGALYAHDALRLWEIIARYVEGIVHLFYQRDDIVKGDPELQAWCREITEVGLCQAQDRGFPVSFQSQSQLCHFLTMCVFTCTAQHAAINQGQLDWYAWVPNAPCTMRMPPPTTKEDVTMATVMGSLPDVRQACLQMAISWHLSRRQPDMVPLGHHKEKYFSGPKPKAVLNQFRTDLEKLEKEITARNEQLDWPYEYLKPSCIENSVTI
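Hydroperoxide product was detected by ferrous iron/xylenol orange as the 573 to 405 nm absorbance ratio. Arachidonic acid at 40 uM (final) was turned over for 30 min at room temperature by 150 nM human 12hLO, pH 7.0 Hepes buffer, after 15 min compound preincubation.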
D2 antagonist – D2 dopamine receptor (human) antagonism | HEK293 TREx D2 cells, calcium flux, dopamine EC80 | inhibition, % at 10 µM | 340,000 compounds, 2% hits | AID 485344; in the data active means inhibition above about 30%; further: 0% is about no effect
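Dopamine at EC80 is the agonist stimulus; test compounds precede it by 180 s. Calcium flux read kinetically in a force-coupled, inducible HEK293 T-REx D2 cell line.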
Vif-A3F inh – blocks the Vif interaction with APOBEC3F. HeLa A3F-eYFP + Vif (tagged APOBEC3F with the HIV-1 protein that degrades it), YFP fluorescence increase. Potency, µM (series often up to 46.1 µM), inactives show at the top dose activity, negative = active. 390,000 compounds, 0.2% hits; further: potency means the concentration at half of the fitted maximal effect; % of control where 0% means no effect; nearly all actives have a fitted effect of over 65% in size
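HeLa cells stably expressing A3F-eYFP plus Vif, plated and incubated overnight at 37 deg C, then exposed to compounds overnight at 37 deg C. Blocked degradation read as raised yellow fluorescence (Ex 488/Em 500-530).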
D2 agonist – agonists of human D2 dopamine receptor | HEK293 T-REx D2 cells, calcium flux agonist mode | activation, % at 2 µM | AID 485358 | P14416 | 340,000 compounds, 0.53% hits;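 active means activation over 3 SD above normal in the single-dose calcium agonist read, cut at about 30% in these data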; further: 0% is about no effect
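In this primary screen, compounds producing a positive calcium signal within 180 s of addition to tetracycline-induced, force-coupled HEK293 Trex D2 cells are flagged; cells are dye-loaded with a no-wash calcium kit beforehand.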
LDHA block – LDHA (human) enzyme inhibition; P00338; purified LDHA, NADH/diaphorase-resazurin fluorescence; hits give low values; activity change, % (values are at about 110 or 230 µM); AID 1347041; 480,000 compounds, 0.15% hits; in the data active means activity change below about -30%; inconclusive means mostly about -25% to -30%;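 further: plate controls were DMSO wells for no effect and wells without enzyme for full effect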
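Remaining NADH was detected by diaphorase (0.133 mg/mL) converting 37 µM resazurin to fluorescent resorufin, read at 0 and 20 minutes. The preceding 5-minute room-temperature reaction used 2 nM LDHA, 0.2 mM sodium pyruvate and 0.06 mM NADH at pH 7.4.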
ERG Ets-DNA blk – ERG Ets/DNA interaction inhibition; 370,000 compounds, 0.028% hits; fluorescence polarization, His-ERG Ets domain / labelled DNA; P11308; Potency, µM (top dose mostly 76.9 µM), without a hit: at the highest dose FP activity, negative = inhibition, actives largely listed as inhibitors; active means well fitted inhibition curve with a large enough effect in the polarisation, with a control signal flat; inconclusive means small, poorly fitted or top-dose-only effect, or effect the other way, or a change in a side signal; inactive means no such curve, though single readings can be large or run the other way; the % refers to the polarisation;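 further: polarization taken with two DNA probes labelled with fluorescein and Texas red; potency means the concentration at half of the fitted maximal effect; % of control where 0% means no effect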
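His-tagged ERG Ets domain (1 uM in the protein solution; 300mM KCl, 50mM Tris-HCl, 1mM EDTA, 1mM DTT, pH 7.5) received compound, then a probe mix of 5 nM fluorescein-DNA and 100nM Texas-615-DNA. Fluorescence polarization was read for both dyes.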
Vif-A3G inh – Vif-A3G binding inhibition; Q9HC16; 410,000 compounds, 0.076% hits; Potency, µM (titrated, usually from 46.1 µM), inactives show at the highest dose activity, negative = active, hits mostly inhibitors; HeLa A3G-eYFP + Vif (tagged APOBEC3G with the HIV-1 protein that degrades it), YFP fluorescence, overnight;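 further: potency means the concentration at half of the fitted maximal effect; on the % scale 0 is the no-effect control and ±100 the full control effect; nearly all actives have a fitted effect of over 60% in size; hits raise eYFP signal because A3G escapes Vif-driven loss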
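HeLa cells stably expressing Vif and C-terminally eYFP-tagged A3G, seeded overnight at 37 deg C, then exposed to compound by pintool overnight at 37 deg C. Rise in yellow fluorescence (Ex 488/Em 500-530, Acumen) marks blocked Vif-driven A3G degradation.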
An asterisk follows results filed as active; u = inconclusive; x = no result given; & = joins results of further samples; [ ] = dose if it differs, or a comment. Unless noted, the call rests on the fitted dose curve; in most records, active means well fitted curve in the direction sought with a large enough effect; inconclusive means small, poorly fitted or top-dose-only effect, or another doubt; inactive means no such curve, though single readings can be large; an effect the other way counts as inactive or inconclusive. An excerpt; rates above refer to the full screens.

1: Cc1ccc(S(=O)(=O)Nc2cc(C(C(=O)OC(C)C)C(=O)C(F)(F)F)c(O)c3ccccc23)c(C)c1 (stereo not given)
2: Cc1ccc(S(=O)(=O)N(c2cccc(C)c2)C2CCS(=O)(=O)C2)cc1 (stereo not given)
3: COc1ccccc1Nc1nc(N)nc(CN2CCCCCC2)n1
4: O=C(CN1C(=O)C(=O)N(C2CCCC2)C1=O)NCCc1ccc(Cl)cc1Cl
5: O=C(CCCn1c(=O)c2cccn2c2cccnc21)NCCc1ccc(Cl)cc1
6: COc1ccc(-c2sc3ccc(N4CCOCC4)cc3c2C#CC2(O)CCCCC2)cc1
7: CC(=O)/C(=C\Nc1ccc(OCc2ccccc2)cc1)c1ccccc1
8: Cc1ccc(C)c(NC(=O)CSc2nnc(-c3n[nH]c4ccccc34)o2)c1

screen / no. | 1 | 2 | 3 | 4 | 5 | 6 | 7 | 8
GRP78 ERSR act | -2% | -1% | -6% | -4% | -5%&-2% | -3% | 1% | -3%
RGS4 inhibitor | -32% | -7% | -19%[11.4 µM] | 13% | 8%&-25% | 5% | -7% | 7%
12-LOX inh | u | -3% | -14% | 30%[activator] | u | -15% | 74%[activator] | 8%
D2 antagonist | x | 14 | -23 | 2 | 12 | x | 2 | -9
Vif-A3F inh | -3% | -5% | -11% | -2% | 1%&3% | -3% | 1% | 0%
D2 agonist | x | -0.3 | -0.5 | 1.1 | -2.5&-0.1 | x | 0.1 | -0.6
LDHA block | 23 | -8 | 2 | -11 | -1&-3 | 1 | -2 | -4
ERG Ets-DNA blk | -2% | 2% | -13% | 13% | 8%&15% | -11% | 2% | 4%
Vif-A3G inh | -4% | -1% | 0% | 2% | -7%&-5% | u | 0% | -1%

9: CCn1cnc2sc(C(=O)Nc3ccccc3OC)c(C)c2c1=O
10: CCCC(=O)NC1=C(C#N)C2(CCCCC2)Cc2ccccc21
11: Cn1c(SCc2cccnc2)nnc1-c1c[nH]c2ccccc12
12: COc1cc2c(cc1OC)C1(Nc3c-2c(Cc2ccccc2)nn3-c2ccccc2)C(=O)Nc2ccccc21 (stereo not given)
13: O=[N+]([O-])c1ccc(Sc2ncc3ccccn23)nc1
14: Cc1cccn2c(=O)c3cc(C(=O)NC4CCCCC4)c(=N)n(Cc4ccc(F)cc4)c3nc12
15: Fc1cccc(Cc2noc(CN3CCCN(C4Cc5ccccc5C4)CC3)n2)c1
16: Cc1cccc(OCC(=O)Nc2ccc3c(c2)N(C)C(=O)c2ccccc2S3)c1

screen / no. | 9 | 10 | 11 | 12 | 13 | 14 | 15 | 16
GRP78 ERSR act | 3% | -3% | -5% | -3% | -2% | -2% | -2% | 0%
RGS4 inhibitor | 12% | -19% | 5% | 2% | -26% | -14% | -14% | 16%
12-LOX inh | -1% | -4% | 16% | u | 14% | 1% | -6% | -5%
D2 antagonist | 10 | -12 | 2 | x | -14 | 12 | 11 | x
Vif-A3F inh | 2% | -13% | 1% | 0% | 9% | 1% | -7% | -2%
D2 agonist | 0.6 | -1.3 | 0.6 | x | 0.3 | 0.2 | -0.5 | 1.8
LDHA block | -9 | -7 | -6 | -6 | -1 | 1 | 6 | -8
ERG Ets-DNA blk | -3% | 3% | -3% | -2% | 1% | 4% | 31%[activator] | 4%
Vif-A3G inh | 0% | 1% | -1% | -13% | -8% | 0% | -2% | -20%

Compounds above that contain a halogen, in the order listed:
1: Cc1ccc(S(=O)(=O)Nc2cc(C(C(=O)OC(C)C)C(=O)C(F)(F)F)c(O)c3ccccc23)c(C)c1 (stereo not given)
4: O=C(CN1C(=O)C(=O)N(C2CCCC2)C1=O)NCCc1ccc(Cl)cc1Cl
5: O=C(CCCn1c(=O)c2cccn2c2cccnc21)NCCc1ccc(Cl)cc1
14: Cc1cccn2c(=O)c3cc(C(=O)NC4CCCCC4)c(=N)n(Cc4ccc(F)cc4)c3nc12
15: Fc1cccc(Cc2noc(CN3CCCN(C4Cc5ccccc5C4)CC3)n2)c1

screen / no. | 1 | 4 | 5 | 14 | 15
GRP78 ERSR act | -2% | -4% | -5%&-2% | -2% | -2%
RGS4 inhibitor | -32% | 13% | 8%&-25% | -14% | -14%
12-LOX inh | u | 30%[activator] | u | 1% | -6%
D2 antagonist | x | 2 | 12 | 12 | 11
Vif-A3F inh | -3% | -2% | 1%&3% | 1% | -7%
D2 agonist | x | 1.1 | -2.5&-0.1 | 0.2 | -0.5
LDHA block | 23 | -11 | -1&-3 | 1 | 6
ERG Ets-DNA blk | -2% | 13% | 8%&15% | 4% | 31%[activator]
Vif-A3G inh | -4% | 2% | -7%&-5% | 0% | -2%

Continuation.
17: Cc1ccc(C(=O)NC2CCN(C(=O)Nc3ccccc3)CC2)cc1
18: COC(=O)c1c(-c2ccccc2Cl)noc1-c1cnc(N)nc1C(F)(F)F
19: O=C(OCC(=O)N1CCN(S(=O)(=O)c2ccc(Cl)cc2)CC1)c1ccc([N+](=O)[O-])o1
20: O=C(NCc1cccc(F)c1)c1cccc2c1C(=O)c1ccc(N3CCCC3)cc1S2(=O)=O
21: CC(C)c1ccc(S(=O)(=O)Nc2ccc(-n3cnnn3)cc2)cc1
22: Cc1c(Cl)cccc1NC(=O)CSc1nccn1C
23: O=C1Nc2cc(C(=O)N3CCc4ccccc4C3)ccc2S/C1=C\c1ccccc1
24: CC(C)N(C(=O)[C@H]1C[C@H](CC(=O)NCCN2CCOCC2)C(=O)N2CCc3c([nH]c4ccc(Cl)cc34)[C@]12C)C(C)C

screen / no. | 17 | 18 | 19 | 20 | 21 | 22 | 23 | 24
GRP78 ERSR act | -2% | -3% | 3% | -3% | -1% | -1% | -4% | -3%
RGS4 inhibitor | 0% | -9% | -38% | -4% | 21% | -10% | -17% | 9%
12-LOX inh | u | -2% | -23% | x | -5% | -2% | -8% | 12%
D2 antagonist | -3 | -1 | -8 | x | x | 8 | -5 | x
Vif-A3F inh | u | -5% | -11% | u | -28% | -7% | -22% | 5%
D2 agonist | 0.0 | -0.3 | 2.2 | x | x | 9.1 | 2.1 | x
LDHA block | -5 | -6 | 9 | 0 | 0 | -7 | -2 | -1
ERG Ets-DNA blk | -3% | 1% | 2% | -24% | 4% | -1% | -2% | 13%
Vif-A3G inh | 12% | 1% | 1% | u | -8% | 1% | 1% | -3%

Compound activity deposited in PubChem BioAssay by National Center for Advancing Translational Sciences (NCATS).
